Bioassay records: PubChem BioAssay, National Center for Advancing Translational Sciences (NCATS)
RXFP1 agonist = RXFP1 (human) receptor agonism | Q9HBX9 | HEK293T-RXFP1 cAMP TR-FRET, 30 min; response scale: percent of porcine relaxin response, buffer zero | Potency, µM (series often up to 57.5 µM), without a hit: at the highest dose activation, hits mostly activators | 370,000 tested, 0.3% active; note: potency is the fitted concentration of half-maximal effect; % is set by controls: 0 for no effect and ±100 for the full control effect; nearly all actives have a fitted effect of over 60% in size; many of its hits are not listed in these tables
Target sequence (Q9HBX9 whole entry, looked up): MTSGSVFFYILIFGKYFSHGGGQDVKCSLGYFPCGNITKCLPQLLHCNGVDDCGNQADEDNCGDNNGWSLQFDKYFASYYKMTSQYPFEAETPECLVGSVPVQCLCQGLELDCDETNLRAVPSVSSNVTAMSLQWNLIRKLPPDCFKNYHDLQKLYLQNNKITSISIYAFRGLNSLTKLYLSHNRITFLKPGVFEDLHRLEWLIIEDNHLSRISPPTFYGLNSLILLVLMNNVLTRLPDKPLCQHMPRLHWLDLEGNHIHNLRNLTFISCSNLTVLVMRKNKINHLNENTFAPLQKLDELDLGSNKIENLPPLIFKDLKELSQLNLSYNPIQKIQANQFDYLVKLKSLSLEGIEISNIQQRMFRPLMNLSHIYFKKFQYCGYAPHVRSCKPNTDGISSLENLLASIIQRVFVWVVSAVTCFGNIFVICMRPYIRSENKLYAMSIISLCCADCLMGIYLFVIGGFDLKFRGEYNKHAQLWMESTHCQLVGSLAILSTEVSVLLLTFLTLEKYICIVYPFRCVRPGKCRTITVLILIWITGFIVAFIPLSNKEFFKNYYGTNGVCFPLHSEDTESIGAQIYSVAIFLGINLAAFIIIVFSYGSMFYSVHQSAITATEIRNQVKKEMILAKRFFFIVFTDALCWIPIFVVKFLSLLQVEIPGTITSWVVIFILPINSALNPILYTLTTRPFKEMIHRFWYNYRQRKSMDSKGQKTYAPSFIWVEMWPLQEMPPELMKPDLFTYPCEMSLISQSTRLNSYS
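HEK293 cells stably expressing RXFP1, treated 30 min at 37C with compounds plus PDE4 inhibitor Ro 20174; cAMP measured by HTRF TR-FRET. Normalized to buffer and 29 nM porcine relaxin; EC50 by Hill fit.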
D1 potentiator = enhances dopamine response at the human D1 receptor; P21728; HEK293 TREx D1 cells, calcium flux, dopamine EC20 potentiation; potentiation, % at 10 µM; 360,000 tested, 0.036% active; AID 504651; in the data active = potentiation above about 30%; note: 0% is about no effect
D2 potentiator = D2 dopamine receptor (human) potentiation; P14416; 340,000 tested, 0.34% active; HEK293 T-REx D2, calcium flux, EC20 dopamine potentiation; potentiation, % at 10 µM; AID 485347;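 active = potentiation over 3 SD above the plate norm, cut at about 30% in these data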; note: 0% is about no effect
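Calcium flux readout, no-wash dye, 1 read/s. Inducible HEK293 Trex D2 line, overnight 30 C. Compound alone 180 s (agonist flags), then EC20 dopamine, another 180 s to score potentiation.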
RXFP1 antag = antagonists of human relaxin receptor RXFP1 | AID 1259400 | HEK293-RXFP1, relaxin-stimulated cAMP HTRF, 30 min; stronger effect = lower value | Q9HBX9 | 350,000 tested, 0.59% active | activity change, negative = inhibition, % at 57.5 µM;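 active = activity change of -60% or lower, but not beyond a set lower limit; inconclusive = change between -60% and -40%, or beyond the set limit; inactive = change above -40%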; note: % is set by controls: 0 for no effect and ±100 for the full control effect
D1 ag = human D1 receptor agonism; activation, % at 2 µM; HEK293 T-REx D1 cells, calcium flux, agonist mode; 360,000 tested, 1% active; P21728; in the data active = activation above about 30%; note: 0% is about no effect
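Tetracycline-induced HEK293 TREx D1 cells, force-coupled to calcium signalling, were dye-loaded with a no-wash calcium kit. Compound was pin-added after a 10 s baseline. Fluorescence was read kinetically at 1 cycle/s for 180 s, with calcium rises flagged as agonism.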
Vif-APOBEC3F blk = blocks the Vif interaction with APOBEC3F; Potency, µM (top dose mostly 46.1 µM), inactives show top-dose activity, negative = active; AID 602313; 390,000 tested, 0.2% active; HeLa A3F-eYFP + Vif (tagged APOBEC3F with the HIV-1 protein that degrades it), YFP fluorescence increase; note: potency is the fitted concentration of half-maximal effect; % of control where 0% means no effect; nearly all actives have a fitted effect of over 65% in size
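Fluorescence increase (Ex 488/Em 500-530) after overnight compound treatment at 37 deg C flags inhibition of Vif-driven A3F-eYFP loss in stable HeLa A3F-eYFP/Vif cells seeded overnight beforehand.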
Glioma ERSR ind = ER stress response induction in glioma. U87-MG GRP78 promoter luciferase reporter, 16 h. Potency, µM, inactives show top-dose activation, usual class: activators. 420,000 tested, 0.02% active. AID 602332; note: potency is the fitted concentration of half-maximal effect; series mostly up to about 76 µM; % of control where 0% means no effect; nearly all actives have a fitted effect of over 35% in size
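Stably transfected U87-MG human glioma cells carrying a GRP78-based luminescent sensor were seeded at 1000 cells/well, pin-dosed with compounds and incubated 16 h. Luciferase reagent was then added, and end-point luminescence was read after 10 min at room temperature.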
D1 antag = antagonists of human D1 dopamine receptor; activity change, negative = inhibition, % at 10 µM; P21728; HEK293 TREx D1 cells, calcium flux, dopamine EC80; stronger effect = lower value; 360,000 tested, 3.2% active; in the data active = activity change below about -30%; note: % is set by controls: 0 for no effect and ±100 for the full control effect
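Tetracycline-induced HEK293 T-REx cells with force-coupled D1 receptor were loaded with a no-wash calcium dye. Compound was added after a 10 s baseline and read kinetically for 180 s; EC80 dopamine was then added and calcium flux followed another 180 s.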
Vif-APOBEC3G blk = blocks the Vif interaction with human APOBEC3G. Q9HC16. HeLa A3G-eYFP + Vif (tagged APOBEC3G with the HIV-1 protein that degrades it), YFP fluorescence, overnight. Potency, µM (series often up to 46.1 µM), for inactives: top-dose activity, negative = active, usual class: inhibitors. 410,000 tested, 0.076% active;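 note: potency is the fitted concentration of half-maximal effect; % is set by controls: 0 for no effect and ±100 for the full control effect; nearly all actives have a fitted effect of over 60% in size; hits raise eYFP signal because A3G escapes Vif-driven loss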
Target sequence (Q9HC16 whole entry, looked up): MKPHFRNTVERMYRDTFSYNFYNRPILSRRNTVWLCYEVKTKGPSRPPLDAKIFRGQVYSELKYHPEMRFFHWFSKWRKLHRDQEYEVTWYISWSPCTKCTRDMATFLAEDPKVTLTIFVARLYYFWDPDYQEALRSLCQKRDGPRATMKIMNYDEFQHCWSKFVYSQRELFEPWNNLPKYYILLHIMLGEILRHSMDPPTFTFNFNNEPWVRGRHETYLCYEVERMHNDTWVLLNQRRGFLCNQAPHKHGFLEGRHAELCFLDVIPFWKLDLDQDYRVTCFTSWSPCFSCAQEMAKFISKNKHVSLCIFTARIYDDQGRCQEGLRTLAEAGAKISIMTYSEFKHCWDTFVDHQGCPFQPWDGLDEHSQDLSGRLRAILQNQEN
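HeLa cells stably expressing Vif and C-terminally eYFP-tagged A3G, seeded overnight at 37 deg C, then exposed to compound by pintool overnight at 37 deg C. Rise in yellow fluorescence (Ex 488/Em 500-530, Acumen) marks blocked Vif-driven A3G degradation.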
* marks the source's active call; other numbers are inactive results; ? = inconclusive; / = not tested or not shown. Unless noted, calls come from the whole dose curve; as a rule, active = well fitted curve in the direction sought with a large enough effect; inconclusive = small, poorly fitted or top-dose-only effect, or another doubt; inactive = no such curve, though single readings can be large; an effect the other way counts as inactive or inconclusive.

SMILES	RXFP1 agonist	D1 potentiator	D2 potentiator	RXFP1 antag	D1 ag	Vif-APOBEC3F blk	Glioma ERSR ind	D1 antag	Vif-APOBEC3G blk
CC(=O)OCc1cnc(C)c2oc(=O)c(C(=O)Nc3ccc(F)cc3C)cc12	0.6%	0	4	/	-2	-7%	3%	4	-3%
O=C(N/N=C/c1ccccn1)c1cc(-c2ccncc2)nc2ccccc12	3.1%	-3	-5	-7	0	7%	-3%	-5	?
CN(C)/C=C1/C=C(C=O)OC1=O	-0.3%	0	-3	-9	2	-3%	-3%	-5	4%
COCc1cc(=O)[nH]c(-c2ccccc2)n1	-0.1%	-4	-3	-8	2	2%	-1%	-1	1%
COc1ccc(OC)c(NC(=O)c2cc3cc(C)ccc3n2C)c1	1.5%	1	-3	-7	-2	5%	5%	10	-7%
Cc1noc(C)c1CC(=O)Nc1ccc2c(c1)OCO2	2.2%	1	-10	8	3	-4%	0%	27	1%
O=C(Cn1cnc2ccccc21)NCCCN1CCOCC1	-0.8%	6	1	-8	-2	-10%	1%	8	1%
O=S(=O)(Nc1ccc(-c2cn3c(n2)SCC3)cc1)c1cccs1	0.0%	3	-1	2	0	-4%	1%	-10	-1%
Cc1cc2n(n1)C(c1cn(-c3ccccc3)nc1C)Nc1c(C)cccc1-2 (centres undefined)	-0.1%	6	-2	0	0	-12%	-3%	4	-5%
COc1ccc(CNC(=O)CCC(=O)Nc2nnc(C(C)C)s2)cc1	0.9%	-5	-4	-3	2	0%	-4%	8	2%
Cc1cc(C)cc(NC(=O)Cn2nc(N3CCN(c4ccccc4)CC3)ccc2=O)c1	0.1%	-3	-7	-7	2	2%	-2%	26	-2%
O=C(c1cccc(F)c1)N1CCC(c2c[nH]c3ccccc23)(c2c[nH]c3ccccc23)CC1	0.9%	0	6	/	2	0%	0%	6	5%
COc1ccc(N2CCN(C(=O)CSc3nc(-c4ccc(C(C)C)cc4)no3)CC2)cc1	-1.1%	0	-2	-7	2	3%	-5%	-5	4%
COc1ccc(CNC(=O)COC(=O)c2cccc(S(=O)(=O)N3CCOCC3)c2)cc1	-2.9%	-8	-5	-9	2	0%	-4%	-6	0%
Cc1ccc2c(c1)C(CCN)C(=O)N2Cc1ccccc1 (centres undefined)	-0.7%	-5	-27	9	7	-6%	-3%	-6	2%
COc1ccc(CN2CCCC(C(=O)Nc3cccc(-n4cnnn4)c3)C2)c(C)c1C (centres undefined)	-1.4%	-6	-22	-10	2	-30%	-2%	9	4%
Cc1cc(C)n(-c2nc3ccccc3nc2N2CCN(c3cccc(C(F)(F)F)c3)CC2)n1	2.9%	3	-6	-14	1	0%	-2%	8	1%
Cc1ccccc1CN1C(=O)C(O)(CC(=O)c2cccc(Br)c2)c2ccccc21 (centres undefined)	4.4%	-3	3	-33	13	-21%	3%	-2	-7%
O=C1COCC(=O)N1CCc1c[nH]c2ccccc12	-2.3%	-5	-1	0	3	2%	-3%	-7	1%
CC(C)(C)NC(=O)c1cccc(NC(=O)Cc2cccs2)c1	-0.5%	-8	5	7	2	9%	1%	12	1%
O=C(CSc1nnc(-c2ccc3c(c2)OCCO3)o1)NC1CCCCC1	0.2%	5	9	/	1	/	/	-6	/
COCCn1c(=O)[nH]c(=O)c2c(C(F)(F)F)cc(-c3cccs3)nc21	-0.3%	-2	-1	-12	0	13%	2%	52	2%
CCn1ncc(C2=NOC(C(=O)Nc3c(C)nn(Cc4ccc(F)cc4)c3C)C2)c1C (centres undefined)	1.0%	3	19	/	4	-8%	-6%	-1	1%
C#Cc1ccc([C@@H]2C=C(C(=O)N3CCOCC3)O[C@H](OCC)[C@H]2CCCO)cc1	3.8%	-3	-2	/	-3	0%	-5%	1	1%
COC(=O)CSc1nnc(-c2ccccc2OC)o1	1.1%	2	18	-4	1	-21%	-4%	2	-1%

Some values from the entries so far.
CN(C)/C=C1/C=C(C=O)OC1=O @ RXFP1 agonist = -0.3%
CCn1ncc(C2=NOC(C(=O)Nc3c(C)nn(Cc4ccc(F)cc4)c3C)C2)c1C (centres undefined) @ Vif-APOBEC3G blk = 1%
O=C1COCC(=O)N1CCc1c[nH]c2ccccc12 @ D2 potentiator = -1
COc1ccc(CNC(=O)COC(=O)c2cccc(S(=O)(=O)N3CCOCC3)c2)cc1 @ D1 potentiator = -8

The main list resumes, repeating the 2 entries before the break.
SMILES	RXFP1 agonist	D1 potentiator	D2 potentiator	RXFP1 antag	D1 ag	Vif-APOBEC3F blk	Glioma ERSR ind	D1 antag	Vif-APOBEC3G blk
C#Cc1ccc([C@@H]2C=C(C(=O)N3CCOCC3)O[C@H](OCC)[C@H]2CCCO)cc1	3.8%	-3	-2	/	-3	0%	-5%	1	1%
COC(=O)CSc1nnc(-c2ccccc2OC)o1	1.1%	2	18	-4	1	-21%	-4%	2	-1%
COc1ccc(C(OCC(O)CNCCc2ccc(S(N)(=O)=O)cc2)c2ccc(OC)cc2)cc1 (centres undefined)	5.9%	4	8	-22	10	6%	5%	16	-10%
CC(=O)N/N=C(\C)c1cccc(C(F)(F)F)c1	1.9%	-1	1	-28	2	-4%	1%	-13	0%
Cc1ccc(-n2c(-c3ccccc3)c[nH]c2=S)cc1	1.7%	1	-7	-38	1	11%	-3%	8	1%
Cc1[nH]c2ccccc2c1CCN(Cc1cccnc1)C(=S)Nc1ccc(F)cc1	0.3%	1	9	/	1	5%	-3%	-6	-3%
Fc1ccccc1NC(=S)NN(Cc1ccccc1)c1ccccc1	-0.5%	9	9	8	-2	0%	-4%	7	0%
COc1ccc(C(=O)NC(=S)N2CCC(C)CC2)cc1	-0.1%	-5	1	9	0	/	1%	3	-2%
CCCn1nc(C(=O)OCC(=O)NC(C)c2ccccc2)c2ccccc2c1=O (centres undefined)	1.8%	0	-1	-9	0	1%	-3%	-7	2%
CCOCCCNS(=O)(=O)c1ccc2c(c1)OCCO2	3.6%	2	-1	-6	2	-6%	-5%	9	-1%
CC1(C)C(c2cccs2)=[N+]([O-])C2(CCCCC2=O)N1O (centres undefined)	-1.0%	-3	19	4	9	-10%	-3%	-8	-1%
Cc1ccc(C)c(Cn2c(C(=O)O)c(CNCc3cccs3)c3ccccc32)c1	0.6%	20	-11	-82*	0	2%	-2%	57	5%
O=C(NCCc1cnc[nH]1)c1ccc(-c2ccccc2)cc1	2.3%	3	-6	2	1	-8%	?	1	-4%
CCOc1ccccc1N1CC(C(=O)Nc2cc(S(C)(=O)=O)ccc2Cl)CC1=O (centres undefined)	1.6%	-8	-14	-6	-1	6%	-4%	-10	0%
CCOc1ccc2nc(SCC(=O)c3ccc(O)cc3O)sc2c1	1.7%	-4	0	-3	5	-3%	-1%	-19	-2%
CC1=C(C(=O)Nc2ccccc2C)C(c2sccc2C)n2ncnc2N1 (centres undefined)	-1.0%	-1	-5	/	1	-3%	-5%	-9	-8%
COc1ccc(-c2cc3c(=O)n(CC(=O)Nc4ccccc4C(F)(F)F)ccn3n2)cc1OC	5.3%	1	-11	1	-1	/	/	11	/
O=C(NCC1CCCO1)c1ccc(Br)c(S(=O)(=O)N2CCOCC2)c1 (centres undefined)	1.7%	-1	0	-2	3	-1%	0%	12	0%
CN1CC=C2C(C#N)=C(N)C(C#N)(C#N)C(Cc3ccccc3)C2C1 (centres undefined)	1.2%	-2	-1	5	8	-8%	1%	-13	1%
COc1ccc(C(C)(C)C)cc1NC(=O)Cn1cnnn1	-0.8%	1	/	1	5	-2%	-1%	-11	-1%
COc1ccc(CCNC(=O)CCCCCn2c(=O)[nH]c3cc(OC)c(OC)cc3c2=O)cc1OC	1.1%	0	14	/	0	-7%	3%	5	2%
COc1ccccc1NC1=NCC(=O)N1Cc1ccccc1	0.0%	6	6	-2	0	-10%	0%	8	-1%
COc1cc(OC)c(C2C3=C(CCCC3=O)Nc3nc4ccccc4n32)cc1OC (centres undefined)	9.2%	0	10	-22	1	-9%	-1%	4	1%
Cc1ccc(C(=O)NCC(C)NC(=O)c2ccc(C)c(C)c2)cc1C (centres undefined)	/	/	/	-11	/	5%	-3%	/	0%
CCOC(=O)c1cc(-c2ccccc2)n(CCC(=O)NCCc2ccccc2)c1C	0.9%	-4	20	?	16	4%	0%	1	-2%
CC(=O)Oc1ccc(C(=O)Nc2cccc(C(=O)c3cccc(NC(=O)c4ccc(OC(C)=O)cc4)c3)c2)cc1	13%	-7	12	4	3	3%	-3%	-7	-17%
CCOc1cc(OCC)nc(S(C)(=O)=O)n1	3.5%	-3	9	8	7	-10%	-5%	-7	-5%

Next part
SMILES	RXFP1 agonist	D1 potentiator	D2 potentiator	RXFP1 antag	D1 ag	Vif-APOBEC3F blk	Glioma ERSR ind	D1 antag	Vif-APOBEC3G blk
COc1cc(NC(=S)N2CCN(C(=O)c3ccco3)CC2)c(OC)cc1Cl	-0.3%	-2	1	8	0	-12%	-5%	-14	-2%
CCOC(=O)C1=C(C)N(CCCCCC(=O)O)C(=O)NC1c1ccccc1OC(=O)c1cccs1 (centres undefined)	2.6%	-3	2	/	-1	-2%	-2%	36	2%
O=C1NN(c2ccccc2)C(=O)/C1=C\c1ccccc1	0.4%	-7	-3	1	3	?	-7%	-7	3%
CNC(=S)NCc1ccc2[nH]c(C)cc2c1	-2.2%	0	8	6	2	10%	1%	10	0%
COc1ccc(NC(=O)Cn2ncn3nc(-c4ccc(OC)cc4)cc3c2=O)cc1	0.2%	0	-1	0	6	-11%	3%	-2	-7%
O=C(CC1N=C2c3ccccc3N=C(SCc3cccc(F)c3)N2C1=O)NC1CCCCC1 (centres undefined)	3.6%	0	-8	-25	0	0%	-4%	5	-3%
COC(=O)c1ccc2c(c1)N(C)C(=O)CS2	0.4%	7	6	0	2	2%	0%	7	0%
COc1ccc(NC(=O)CSc2nnc(-c3cccnc3)n2Cc2ccco2)c(OC)c1	-0.6%	5	-2	3	0	-3%	-5%	8	1%
Cc1ccc2nc(C)c(C(=O)NN=C3CCN(C)CC3)n2c1	8.6%	-3	12	-2	2	11%	-3%	10	?
Cc1ccc(C(=O)OCC(=O)NCCNC(=O)COC(=O)c2ccc(C)s2)s1	4.2%	-2	0	6	3	-8%	0%	-27	1%
CC(C)Cc1ccc(CN2CCCC(NC(=O)c3ccnn3C)C2)cc1 (centres undefined)	0.0%	-6	-10	-8	7	-5%	-6%	-10	1%

Not all compounds are listed (hit frequency here may not be typical).
